# High-throughput results deposited in PubChem by Sanford-Burnham Center for Chemical Genomics.
# TNAP pNPP inh: human TNAP inhibition, p-nitrophenol detection. inhibition, % at 20 µM. P05186. 21,000 tested, under 10 active. purified TNAP, pNPP hydrolysis, absorbance 405 nm;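 also: 0% = DMSO only wells and 100% = 1 mM levamisole wells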
# Target sequence (P05186 whole entry, looked up): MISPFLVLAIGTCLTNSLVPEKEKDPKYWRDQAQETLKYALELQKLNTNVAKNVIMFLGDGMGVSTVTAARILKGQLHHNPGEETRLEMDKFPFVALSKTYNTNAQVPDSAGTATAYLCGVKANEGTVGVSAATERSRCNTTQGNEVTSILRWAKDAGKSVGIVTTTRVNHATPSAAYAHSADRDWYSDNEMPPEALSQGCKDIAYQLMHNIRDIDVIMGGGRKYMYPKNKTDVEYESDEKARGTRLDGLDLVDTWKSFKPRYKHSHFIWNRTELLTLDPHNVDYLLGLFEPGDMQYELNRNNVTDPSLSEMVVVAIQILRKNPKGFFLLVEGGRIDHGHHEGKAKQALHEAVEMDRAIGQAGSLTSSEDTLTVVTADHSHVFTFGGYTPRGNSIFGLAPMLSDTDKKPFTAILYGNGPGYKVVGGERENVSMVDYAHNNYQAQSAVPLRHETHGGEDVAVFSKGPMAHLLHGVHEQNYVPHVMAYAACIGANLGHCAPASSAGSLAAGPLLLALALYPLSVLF
# TNAP Pi inh: blocks human TNAP phosphate release | P05186 | purified TNAP, pNPP, malachite green phosphate absorbance | inhibition, % at 20 µM | 21,000 tested, under 10 active
# The depositor's hits bear a star.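 The calls were made as follows: active = inhibition above 50% at the 20 µM single-dose screen; inactive = the rest.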 Only part of the results is shown. The share of hits here may be higher or lower than overall.
SMILES | TNAP pNPP inh | TNAP Pi inh
CN(C)c1ccc(CN2CCCCCC2)cc1 | 1 | 6
COc1cc2c(C#N)c(N3CCc4ccccc4C3)nc(N)c2c(N)n1 | 7 | 6
Cn1c(SCCOc2cccc(Cl)c2)nnc1-c1ccncc1 | 1 | 14
Cc1onc(-c2c(Cl)cccc2Cl)c1C(=O)Nc1c(C)n(C)n(-c2ccccc2)c1=O | 3 | 6
CC1=Nn2c(nnc2-c2ccccc2Cl)SC1 | -2 | 3
O=C1COc2ccc(C(=O)CSc3nnc(-c4cccs4)n3Cc3ccccc3)cc2N1 | 2 | 6
Cc1cccc(NC(=O)N2CCC(NC(=O)c3ccccc3C)CC2)c1 | 6 | 8
CN(C)S(=O)(=O)c1cccc(C(=O)OCC(=O)Nc2sccc2C(N)=O)c1 | 3 | 9
CC1(C)CC(=O)C=C(Nc2ccccn2)C1 | 5 | 13
COc1ccc(N2C3=[N+](CC2(C)O)c2ccccc2CC3)cc1 (stereo not given) | 9 | -2
COc1ccc(C2CC(C(F)(F)F)n3nc(C(N)=O)c(Cl)c3N2)cc1OC (stereo not given) | 4 | 8
Cc1c(F)cccc1NS(=O)(=O)c1ccccc1C#N | 0 | 5
NC(=O)SCC(=O)Nc1ccc(Cl)cc1 | 17 | 17
COC(=O)CSc1nc(N)c(C#N)c(C(C)C)c1C#N | 3 | 11
CC1(C)Cc2ccccc2-c2nnc(SCC(=O)Nc3nc4ccccc4s3)n21 | 2 | 11
O=C(CCC1CCCC1)N1CCN(C(=O)COc2ccccc2)CC1 | -1 | 7
O=C(O)CSc1nnc(-c2ccccc2O)n1Cc1ccccc1 | 4 | -6
O=C(Nc1ccccc1-c1ccccc1)c1cnccn1 | 0 | 4
Cc1oc(C(C)(C)C)cc1C(=O)NCC(=O)NCC(=O)O | 2 | 3
O=C(CSc1nc2ccccc2s1)NC(=O)NCc1ccco1 | 2 | 12
O=C(COc1cccc2ccccc12)N1CCN(c2ccccn2)CC1 | -10 | -4
O=C(Nc1ccc(Cl)cc1C(=O)NCC1CCCO1)c1ccco1 (stereo not given) | 0 | 0
CCOC(=O)CSc1nnnn1-c1cc(OC)ccc1OC | -2 | 0
Cc1ccc2c(c1)c1ncnc(N3CCOCC3)c1n2C | 3 | 8
CCN(CC)c1ccc2cc(C(=O)Nc3ccccn3)c(=O)oc2c1 | 2 | -7
CCc1nc(SCc2cccnc2)c(C#N)cc1C | -3 | 1
CCn1c(=O)c(C2=NS(=O)(=O)c3ccccc3N2)c(O)c2ccccc21 | -1 | 1
CC1(C)Cc2c(c(N3CCOCC3)nc3sc4c(NCc5ccco5)nnnc4c23)CS1 | -5 | -29
Cn1c(=O)c2c(-c3ccccc3)n3c4ccccc4ncc3c2n(C)c1=O | 3 | -22
Cc1oc2ccc(OC(=O)N3CCOCC3)cc2c1C(=O)OC(C)C | -2 | 3
N#Cc1c(NC(=O)CCn2cnc3ccccc3c2=O)oc(-c2ccccc2)c1-c1ccccc1 | 0 | 7
COc1cccc(-c2nnc(SCc3ccc(C#N)cc3)n2Cc2ccco2)c1 | 0 | 12
Fc1ccc(CSc2nncn2NCc2ccc3c(c2)OCO3)cc1 | -6 | -3
CCN(CC)CCCN(Cc1cc2cc3c(cc2[nH]c1=O)OCO3)C(=O)Nc1ccccc1OC | 2 | 10
COc1cc(C2C(C(C)=O)=C(O)C(=O)N2CCc2c[nH]c3ccccc23)ccc1O (stereo not given) | -2 | -1
COc1ccc(OC)c(NC(=O)Cn2cc(C#N)c3ccccc32)c1 | -9 | -4
COc1ccccc1C1C2C(=O)N(c3ccccc3)C(=O)C2ON1c1ccccc1 (stereo not given) | 5 | -6
O=C(C/C(=N/O)c1ccccc1O)C(F)F | 2 | 8
CC(=O)Nc1ccc(C(=O)CSc2nnc3scc(-c4ccccc4)n23)cc1 | 0 | 0
Cc1ccc2nc(N3CCN(C)CC3)c(C#N)cc2c1 | 2 | 10
CCOC(=O)C(NC(C)=O)C(OC(C)=O)c1cccc(N(CCO)CCO)c1 (stereo not given) | 2 | 6
CCC(Oc1ccccc1)C(=O)Nc1nnc(C)s1 (stereo not given) | 5 | -15
CC(C)(C)c1cc(=O)n2c(C#N)c(C#N)nc2[nH]1 | 3 | 20
CC(C)OC(=O)CSc1nnc(-c2cnccn2)n1C | 2 | 7
CC1(C)Cc2nc3sc4c(N(CCO)CCO)ncnc4c3cc2CO1 | 3 | -12
O=C(CCCCCN1C(=O)CCC1=O)Nc1ccc(Br)cc1F | 6 | 20
COC(=O)Nc1ccc2c(c1)N(C(=O)CCN1CCOCC1)c1ccccc1S2 | 1 | -13
CCOc1ccc(C=NC23CN4CN(CN(C4)C2)C3)cc1 | -4 | 3
O=C(CN1C(=O)NC2(CCCC2)C1=O)Nc1nc(-c2ccc(F)cc2)cs1 | 2 | 2
CN(C)c1cccc2c(S(=O)(=O)N3CCOCC3)cccc12 | -3 | 2
O=C(NCc1cccnc1)c1c[nH]c2cc3c(cc2c1=O)OCCO3 | 6 | 17
CCOc1nc(-c2ccccc2)ccc1-c1noc(COc2ccccc2)n1 | 3 | 6
O=c1/c(=C/c2ccccn2)sc2nc3ccccc3n12 | 6 | 3
COc1ccc(C)cc1S(=O)(=O)Nc1cccc(Cl)c1 | -11 | -5
CC1CCc2nc(NC(=O)Cc3cccs3)sc2C1 (stereo not given) | 1 | 7
Cn1c(N)c(C#N)c2c(c1=S)CSC(C)(C)C2 | 4 | 3
O=C(NCCO)c1nc(NCCO)c2ccccc2n1 | 1 | 5
Nc1nc(NC(=O)Cc2ccccc2)nn1-c1ccccc1 | 7 | 11
CCOCCCN(CCC#N)S(=O)(=O)c1ccc(S(=O)(=O)N2CCCC2)cc1 | -5 | 4
CN(Cc1ccccc1)c1nc2c(c(=O)[nH]c(=O)n2C)n1CCOc1ccccc1 | -9 | -4

# Grouped by structure, the compounds so far with two or more sulfur atoms.
SMILES | TNAP pNPP inh | TNAP Pi inh
O=C1COc2ccc(C(=O)CSc3nnc(-c4cccs4)n3Cc3ccccc3)cc2N1 | 2 | 6
CN(C)S(=O)(=O)c1cccc(C(=O)OCC(=O)Nc2sccc2C(N)=O)c1 | 3 | 9
CC1(C)Cc2ccccc2-c2nnc(SCC(=O)Nc3nc4ccccc4s3)n21 | 2 | 11
O=C(CSc1nc2ccccc2s1)NC(=O)NCc1ccco1 | 2 | 12
CC1(C)Cc2c(c(N3CCOCC3)nc3sc4c(NCc5ccco5)nnnc4c23)CS1 | -5 | -29
CC(=O)Nc1ccc(C(=O)CSc2nnc3scc(-c4ccccc4)n23)cc1 | 0 | 0
CC1CCc2nc(NC(=O)Cc3cccs3)sc2C1 (stereo not given) | 1 | 7
Cn1c(N)c(C#N)c2c(c1=S)CSC(C)(C)C2 | 4 | 3
CCOCCCN(CCC#N)S(=O)(=O)c1ccc(S(=O)(=O)N2CCCC2)cc1 | -5 | 4

# (listing goes on)
Compound	TNAP pNPP inh	TNAP Pi inh
CCOC(=O)c1cc2c(=O)n3cccc(C)c3nc2n(C)c1=N	-4	4
CCOc1cc(CNc2ccc3[nH]c(=O)[nH]c3c2)ccc1OCC(=O)NC(C)(C)C	-2	-22
COC(=O)CSc1nc(C)c(Oc2ccccc2)c(=O)[nH]1	1	5
Cc1ccc(SCCNS(=O)(=O)c2ccc3c(c2)OCCO3)cc1	8	11
O=C(O)c1cc(Nc2nc(N3CCOCC3)nc(N3CCOCC3)n2)ccc1Cl	0	14
COCC(C)NC(=O)c1cccc(Cl)c1 (stereo not given)	2	-19
COc1ccc(-c2ocnc2C(=O)Nc2ccccc2N2CCCCC2)cc1	18	29
O=C(CCc1nc(-c2ccccc2)no1)Nc1cc(C(F)(F)F)ccc1Cl	-1	7
Cn1c(=NCC(O)COc2ccccc2)sc2ccccc21 (stereo not given)	5	9
CCN(CC)P(=O)(C(NC(=O)OC)C(F)(F)C(F)(F)C(F)(F)C(F)F)N(CC)CC (stereo not given)	-3	-4
CCOc1ccc2ccccc2c1CNCCN1CCOCC1	6	-15
CCOC(=O)CCc1c(C)c2ccc(OCc3nn[nH]n3)cc2oc1=O	0	-2
Cn1c(SCC(=O)N2CCOCC2)nnc1-c1ccccc1	3	1
Cc1nc(N2CCN(c3ccccc3)CC2)nc2c1C(=O)CCC2	0	11
CC(=O)c1cccc(NC(=O)CN2C(=O)NC3(CCCCCCC3)C2=O)c1	3	16
Cn1c(SCC(=O)Nc2ccc(N3CCOCC3)c(Cl)c2)nnc1-c1ccccc1	-10	-3
Cc1ccc2nc3c(c(N)c2c1)CCN3c1ccccc1	3	9
CCSc1nc2sc3c(c2c(=O)n1C1CCCCC1)CCN(C)C3	6	1
O=C(CSCCO)Nc1ccc(C2CCCCC2)cc1	3	13
CCCS(=O)(=O)N1CCC(C(=O)c2cccc(C(F)(F)F)c2)CC1	-1	7
Cc1ccc(-c2csc(NC(=O)c3cccc(S(=O)(=O)N4CCN(C)CC4)c3)n2)cc1	6	16
CCCC1COC(Cn2cncn2)(c2ccc(C)cc2)O1 (stereo not given)	-6	-6
O=C1OC2CCC1(c1ccccc1)C2 (stereo not given)	1	7
CCn1nnc(-c2ccccc2NC(=O)c2cccc(-n3cnnn3)c2)n1	0	8
CCn1cc(C(=O)NCc2ccc3c(c2)OCO3)c(=O)c2cc(F)c(N3CCN(C)CC3)cc21	2	8
COc1c(S(=O)(=O)N2CCCCC2)ccc2c(S(=O)(=O)N3CCCCC3)cccc12	8	-7
COc1cc2c(cc1NC(=O)CC1SC(N3CCCC3)=NC1=O)oc1ccccc12 (stereo not given)	2	11
Cc1ccc(N2C(=O)CC3(CC4C=CC3C4)C2=O)cc1 (stereo not given)	2	7
COC(=O)C1=C(C)N=c2s/c(=C/c3ccoc3)c(=O)n2C1c1ccccc1 (stereo not given)	0	0
CN1CCN(S(=O)(=O)c2ccc(=O)[nH]c2)CC1	1	-27
O=C(NO)c1ccc(C(=O)N(C2CCCCC2)C2CCCCC2)cc1	4	9
CC(C)(C)NC(=O)C1CCC(C)(C(=O)O)C1(C)C (stereo not given)	8	3
O=C(CNC(=O)C12CC3CC(CC(C3)C1)C2)NC1=NCCS1	-10	-6
Cn1nnnc1SCC(=O)N1CCN(Cc2ccccc2)CC1	3	10
Cc1cc2ncn(CC(O)COC3CCCCC3)c2cc1C (stereo not given)	4	7
CC(C)(C)c1cc(CN2CCN(CCO)CC2)cc(C(C)(C)C)c1O	1	6
CCOC(=O)CCn1c(CC(=O)OCC)nc2ccccc21	5	4
CCCc1nc2c3cnn(-c4cccc(Cl)c4)c3ncn2n1	3	-14
Cc1cc(N2CCC(C)CC2)n2nc(C)c(-c3ccccc3)c2n1	-7	-3
O=C(CSCCO)N1CCc2ccccc21	4	8
CCCCCCC(=O)N1CCC(c2nc3c(nnn3Cc3ccccc3Cl)c(=O)[nH]2)CC1	3	7
CSc1nnc(Cc2ccc3c(c2)OCO3)o1	10	15
CN1C(=O)NC(NC(=O)c2ccco2)(C(F)(F)F)C1=O (stereo not given)	-14	-11
Cc1cccc(-c2noc(CN(C(=O)c3ccc4c(c3)OCO4)C(C)C)n2)c1	0	15
CCc1nc(SCC(=O)NCC2CCCO2)c2oc3ccccc3c2n1 (stereo not given)	4	-13

# Reformatted field by field: part of the list above.
O=C(CNC(=O)C12CC3CC(CC(C3)C1)C2)NC1=NCCS1
  TNAP pNPP inh: -10; TNAP Pi inh: -6

Cn1nnnc1SCC(=O)N1CCN(Cc2ccccc2)CC1
  TNAP pNPP inh: 3; TNAP Pi inh: 10

# Next results.
Compound	TNAP pNPP inh	TNAP Pi inh
CCOC(=O)c1c(C)[nH]c(C(=O)C(C)OC(=O)c2cccc(OCc3c(C)noc3C)c2)c1C (stereo not given)	3	19
CC(c1ccccc1)n1c(-c2ccncc2)n[nH]c1=S (stereo not given)	4	10
CC(C)(C)S(=O)(=O)c1c(C(=O)O)cccc1C(=O)O	-5	6
CC1=C(C#N)C(NC(=O)C2CC2)(C(F)(F)F)C(=O)N1 (stereo not given)	5	-6
CC(C)(C)c1csc(NC(=O)Cn2cnc3ccccc3c2=O)n1	5	8
CCOC(=O)c1nc2nc(C)c(Cl)c(=O)n2[nH]1	0	0
COc1ccc(-n2ncc3c(=O)n(CC(=O)N4CCCc5ccccc54)cnc32)cc1	1	7
Cc1nn(C)cc1CNC(=O)c1ccc(Br)o1	-2	-1
CC(C)Cn1c(SCC(=O)c2ccc(Cl)s2)nnc1-c1ccco1	2	5
COCC(C)NC(=O)COc1ccc(Cl)cc1Cl (stereo not given)	2	2
Cc1c(C(=O)N2CCc3ccccc32)oc2c1C(=O)CC(C)(C)C2	5	9
c1ccc(-n2nnnc2Oc2ccc(-c3nnco3)cc2)cc1	4	-16
Cc1cc(=O)[nH]c(SCc2cccc(Br)c2)n1	4	14
O=C(NC1CCC(NC(=O)C2CCCO2)CC1)C1CCCO1 (stereo not given)	-17	-9
Cc1cc(=O)oc(C)c1C(=O)NCCC1=CCCCC1	4	10
Cc1nc(C)n(CC(O)COc2ccc(C(=O)c3ccccc3)cc2)n1 (stereo not given)	2	15
CCOc1ccc2nc(NS(=O)(=O)c3ccc(NC(C)=O)cc3)sc2c1	0	0
CCC(c1nc2ccccc2c(=O)n1-c1cccnc1)N1C(=O)c2ccccc2C1=O (stereo not given)	8	12
Cn1c(=O)[nH]c(=O)c2c1nc(Br)n2CCOc1ccccc1	1	4
CCN(Cc1ccncc1)S(=O)(=O)c1ccc(C(C)=O)cc1	0	0
COc1cc2c(cc1NC(=O)c1ccc3c(c1)OCO3)oc1ccccc12	0	0
Cc1ccc(N2CC(C(=O)N3CCN(c4ccccc4)CC3)CC2=O)cc1 (stereo not given)	3	12
CNc1nc(C)c(C#N)c(-c2ccccc2)c1C(C)=O	2	7
CCc1ccc(-c2cn(-c3nc(C)cc(C)n3)c(=N)o2)cc1	8	14
CC1(C)NC(=O)N(CCOc2cccc(Oc3ccccc3)c2)C1=O	0	0
Cc1nc2ccccc2c(=O)n1/N=C/c1c(O)ccc2oc3c(c12)CCCC3	4	-5
CCCCS(=O)(=O)/C=C\C1C2C=CC(C2)C1S(=O)(=O)CCCC (stereo not given)	1	6
CC(=O)Nc1ccc(S(=O)(=O)NC(C(=O)O)C2=CCC=CC2)cc1 (stereo not given)	1	6
